Source: PubChem BioAssay (The Scripps Research Institute Molecular Screening Center)
Tn7 DDE FP: disrupts Tn7 cyclic peptide binding to fibrin D-Dimer-E complex. P02675. FP displacement of FITC-Tn7 peptide from fibrin DD(E); 0% = median of compound wells per plate. inhibition, % at 8.3 µM. 370,000 compounds, 0.13% hits. AID 720508;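 active means inhibition above the mean of compounds falling within the control limits plus 3 SD of them, cut at about 14% in these data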;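 further: 0% = plate median of compound wells and 100% = 10 µM Aha-Tn7 peptide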
Target sequence (P02675 whole entry, looked up): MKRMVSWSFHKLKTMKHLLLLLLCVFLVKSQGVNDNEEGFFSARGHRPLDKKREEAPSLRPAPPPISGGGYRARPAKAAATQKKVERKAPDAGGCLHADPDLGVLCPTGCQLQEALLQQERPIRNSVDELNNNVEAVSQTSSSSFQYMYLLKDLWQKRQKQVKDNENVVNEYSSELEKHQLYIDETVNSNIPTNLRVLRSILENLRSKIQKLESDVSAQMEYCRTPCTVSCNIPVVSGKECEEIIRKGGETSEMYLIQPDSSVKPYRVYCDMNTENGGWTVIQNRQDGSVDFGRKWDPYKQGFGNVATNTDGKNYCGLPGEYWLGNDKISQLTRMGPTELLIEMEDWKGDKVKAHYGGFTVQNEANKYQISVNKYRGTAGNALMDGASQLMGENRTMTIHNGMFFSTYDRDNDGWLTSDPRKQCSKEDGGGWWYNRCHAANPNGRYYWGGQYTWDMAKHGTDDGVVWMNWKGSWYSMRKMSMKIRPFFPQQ
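Test system: human clot-derived fibrin DD(E) complex / Quantity: 2 µM final DD(E) protein / Incubation: 10 min plus 3 h, room temperature / Measured by: fluorescence polarization / Benchmarks: high control of 10 µM Aha-Tn7 peptide / Replicates: singlicate testing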
Tn6 DDE FP: DD(E)-Tn6 binding inhibition, primary FP screen | 370,000 compounds, 0.21% hits | inhibition, % at 8.3 µM | Fibrin DD(E) TRITC-Tn6 fluorescence polarization displacement | P02675;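 active means inhibition above a per-campaign cutoff: mean of compounds within control limits plus 3 SD, cut at about 15% in these data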;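 further: 0% = median of all compound wells on the plate and 100% = blocking peptide control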
LEDGF integ inh: blocks HIV-1 LEDGF/p75-dependent DNA integration; 370,000 compounds, 0.64% hits; TR-FRET IN-LEDGF/p75 DNA integration, Eu/Cy5; inhibition, % at 3.7 µM; AID 743269;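 active means inhibition above the screen-wide mean plus 3 SD, cut at about 13% in these data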;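 further: signal is the Cy5 over europium emission ratio at 671 and 618 nm; 0% = plate median of compound wells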
ARFGAP1 inhibitor: inhibits rat ARF GTPase activating protein 1; Arfgap1-stimulated ARF1 GTP hydrolysis, GDP FP detection; 360,000 compounds, 0.26% hits; inhibition, % at 16.5 µM;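 active means inhibition above a per-plate limit, mean inhibition of low control wells plus 3 SD, cut at about 25% in these data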;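 further: 0% = DMSO wells with enzyme and 100% = wells lacking Arfgap1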
Target sequence (Q62848 1-136 limits assumed): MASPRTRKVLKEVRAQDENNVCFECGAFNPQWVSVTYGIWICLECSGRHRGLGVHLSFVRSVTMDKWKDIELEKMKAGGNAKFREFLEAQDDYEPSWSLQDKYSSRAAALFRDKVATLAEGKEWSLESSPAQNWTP
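Material – truncated rat Arfgap1 GAP domain · Buffer or medium – HEPES-based buffer, pH 7.5 · Reagent – human ARF1(Δ1-17)-GTP substrate · Dosing – 16.5 µM single point, 1.26% DMSO · Schedule – GTP hydrolysis reaction 2 h at 25 °C · Technique – GDP detection by fluorescence polarization · Benchmarks – No-Arfgap1 wells (100%) versus DMSO full-reaction wells (0%) · Repeats – single replicate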
ADAM17 inh: inhibitors of human ADAM17. recombinant ADAM17, EDANS/DABCYL FRET peptide cleavage. inhibition, % at 6.95 µM. AID 720648. 370,000 compounds, 0.83% hits. P78536;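 active means inhibition above the mean of compounds lying between control limits plus 3 SD, set per campaign, cut at about 8.5% in these data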;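 further: 0% = DMSO-only wells as the low control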
proKLK7 act: activates the human kallikrein-7 zymogen; AID 652039; activation, % at 7 µM; P49862; 370,000 compounds, 0.9% hits; purified proKLK7, EDANS-DABCYL substrate fluorescence; 100% is mature enzyme control, 0% vehicle;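 active means activation above the mean of all tested compounds plus 3 SD, computed per campaign excluding outliers beyond control limits, cut at about 13% in these data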
ADAM10 inh: inhibits human ADAM10. AID 720582. recombinant ADAM10, EDANS/DABCYL FRET peptide cleavage, 3 h. 370,000 compounds, 0.62% hits. inhibition, % at 7 µM;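 active means inhibition above a per-campaign cutoff equal to the mean of compounds falling between control-based bounds plus 3 SD, cut at about 20% in these data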;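 further: 0% = DMSO wells while the 100% control is not disclosed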
PLCg1 inh: blocks human PLC-gamma1 enzyme activity | P19174 | purified PLC-gamma1, fluorogenic substrate, fluorescence | inhibition, % at 12.2 µM | 370,000 compounds, 0.84% hits | AID 720700; in the data active means inhibition above about 9.5%
TDP2 absorb: blocks human TDP2 phosphodiesterase activity | O95551 | recombinant TDP2, T5PNP hydrolysis, p-nitrophenol absorbance 415 nm | inhibition, % at 12.8 µM | 370,000 compounds, 0.34% hits | AID 720702;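 active means inhibition above the mean of all tested compounds plus 3 SD, set per campaign, cut at about 25% in these data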;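 further: 0% = DMSO with enzyme and 100% = buffer with substrate but no TDP2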
Target sequence (O95551 whole entry, looked up): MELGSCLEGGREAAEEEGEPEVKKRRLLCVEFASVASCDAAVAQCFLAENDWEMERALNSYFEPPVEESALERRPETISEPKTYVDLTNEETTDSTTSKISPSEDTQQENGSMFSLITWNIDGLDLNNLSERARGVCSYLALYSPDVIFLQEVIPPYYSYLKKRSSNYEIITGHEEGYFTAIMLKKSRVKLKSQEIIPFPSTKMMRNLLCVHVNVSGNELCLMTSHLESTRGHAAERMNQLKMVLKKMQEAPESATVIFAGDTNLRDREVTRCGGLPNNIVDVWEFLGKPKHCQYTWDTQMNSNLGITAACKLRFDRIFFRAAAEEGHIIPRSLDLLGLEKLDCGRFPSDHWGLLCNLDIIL
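System – recombinant human TDP2 · Quantity – TDP2 enzyme at 120 nM final · Doses – single concentration, 12.8 µM nominal, with 1% DMSO · Incubation – 2 h at 37 °C · Measured by – epi absorbance of p-nitrophenol freed from T5PNP by hydrolysis · Read-out – % inhibition relative to enzyme-containing and enzyme-free wells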
ASAP1 inh: inhibitors of human ASAP1 ArfGAP activity; Q9ULH1; ASAP1-stimulated ARF1 GTP hydrolysis, GDP FP detection; inhibition, % at 16.5 µM; 360,000 compounds, 0.19% hits; in the data active means inhibition above about 25%;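 further: 0% = vehicle with enzyme and substrate and 100% = no enzyme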
An asterisk follows results filed as active.

SMILES	Tn7 DDE FP	Tn6 DDE FP	LEDGF integ inh	ARFGAP1 inhibitor	ADAM17 inh	proKLK7 act	ADAM10 inh	PLCg1 inh	TDP2 absorb	ASAP1 inh
Cc1ccccc1NC(=S)NC1(C)CCS(=O)(=O)C1 (configuration not stated)	6	4	-3	7	-2	-0.1	-3	2	-7	-8
O=C(O)c1ccc(NS(=O)(=O)c2ccc(NC(=O)c3ccccc3Cl)cc2)cc1	1	7	-6	-4	-3	-0.7	-5	0	8	0
Cc1ccc(NC(=O)c2ccc(S(=O)(=O)NCc3ccco3)cc2)cc1	0	-6	0	-12	-4	-0.2	-2	1	6	1
CCCCN=Cc1c(C)[nH]n(-c2ccccc2)c1=S	6	0	-5	-5	-1	-0.3	3	-1	-8	-2
Cc1ccc(NC(=O)Cc2cccs2)cc1Cl	1	1	10	-11	-2	0.3	7	-2	-4	-8
Cc1ccc(S(=O)(=O)N(C)c2ccc(C(=O)Nc3cccnc3)cc2)cc1	-1	-4	3	-2	-1	0.0	1	1	18	-2
O=C(NN1C(=O)c2ccccc2C1=O)c1ccccc1[N+](=O)[O-]	6	2	-3	-11	-1	-0.4	-4	0	1	3
CC1(C)Cc2noc(N)c2C(C)(C)N1OC(=O)c1scc2c1OCCO2	-7	3	1	1	-1	-0.7	6	3	-3	3
Cc1cccc(NC(=O)Nc2ccccn2)c1C	2	4	-1	11	3	-0.1	0	3	7	-6
CC(Oc1ccc(Cl)cc1Cl)C(=O)NCCCN1CCOCC1 (configuration not stated)	0	2	-4	4	-2	0.0	-17	2	2	-8
CCOC(=O)Cc1nn(CC)c(=O)c2ccccc12	-2	6	-4	15	0	-0.1	-5	1	-1	-2
CCOC(=O)N1CCN(C(=O)c2n[nH]c(=O)c3ccccc23)CC1	5	-1	-2	-3	4	-0.5	1	6	7	-13
O=C(OCC1CCNCC1)c1ccc2c(c1)OCO2	7	-1	2	4	-1	-0.2	-3	2	8	-5
Cc1cc(CN2C(=O)c3ccccc3C2=O)no1	-1	4	-5	13	1	0.2	-5	6	-6	1
COc1ccc(NC(=O)CN(C)C(=O)CCCc2nc3ccccc3s2)cc1	-8	-9	3	-6	1	0.4	-4	-3	-5	9
CCC(=O)N1CCc2cc(Br)c(S(=O)(=O)CCC(=O)NCCOC)cc21	4	8	-3	-3	-3	0.2	-10	-2	-10	2
CCC(Sc1nc2n[nH]c(C)c2c(=N)n1-c1cc(Cl)ccc1C)C(=O)N1CCOCC1 (configuration not stated)	8	-4	-3	-2	-4	0.2	4	0	0	-6
C/C(CC1(O)C(=O)N(C)c2ccccc21)=N\O (configuration not stated)	3	8	1	-4	-3	0.5	-1	1	-6	0
O=C(c1ccc(Cl)cc1)n1cnc2ccccc21	-1	8	0	7	5	0.1	2	-2	10	-6
CCN1CCN(c2nc(Nc3ccc(C)c(C)c3)nc(N)c2[N+](=O)[O-])CC1	4	2	2	-5	-4	-0.9	-2	6	-4	5
COc1ccc(CC(=O)NNC(=O)c2ccc(NC(C)=O)cc2)cc1	0	-6	2	1	0	0.3	2	-1	6	6
CCOC(=O)c1cnc2ccccc2c1Nc1cc(C(=O)O)ccc1C	3	2	0	7	1	1.3	3	-9	0	10
CC(C)Cc1nnc(NC(=O)CCC(=O)Nc2ccc(Cl)cc2)s1	10	8	-2	-4	0	-0.1	4	2	9	-9
Cc1nc(NS(=O)(=O)c2cccs2)c2c3c(sc2n1)CCC3	3	6	0	12	-6	0.9	-10	-4	2	-11
Cc1cc(C)c(C)c(S(=O)(=O)NCC(=O)Nc2ccc(F)cc2)c1C	3	8	-3	9	-3	0.0	-2	-4	-7	7
Cc1ccccc1-c1cc2nc(NCc3cccnc3)n(C)c(=O)c2s1	-5	3	91*	-14	0	0.2	-12	2	2	-1
CN1CCN(c2nc(-c3ccccc3)nc(-c3ccccc3)c2C#N)CC1	8	9	-1	2	1	0.2	6	2	6	-4
Cc1c(CN2CCC(CO)(CCOc3ccccc3)CC2)c(=O)n(-c2ccccc2)n1C	2	-5	2	1	-2	0.3	-1	6	-2	3
CC(=O)N1CCc2cc(Br)cc(S(=O)(=O)NCCCN3CCC(C)CC3)c21	3	-3	0	-6	-2	-0.3	-4	3	7	11
COc1cc(/C=C/C(=O)Nc2ccc3nc4n(c(=O)c3c2)CCCC4)cc(OC)c1OC	2	-10	-4	25*	-4	-6.7	-12	-33	-5	27*
N#CCSc1ncnc2c1cnn2CCO	1	0	0	6	-2	-0.4	-2	-1	-6	7
COc1cccc(C(=O)CSc2nnnn2C)c1	-2	6	-2	0	-3	-0.2	2	2	2	9
CCCCCCNC(=O)CCCCCNS(=O)(=O)c1ccc(Br)cc1	6	1	-2	4	1	0.3	-4	-1	-1	9
Cc1cccc(CNC(=O)c2ccccc2N)c1	1	6	1	-5	-136	1.1	-460	-68	2	-1
CCOC(=O)C1=C(COC(=O)Cc2ccc(Br)cc2)NC(=O)NC1C (configuration not stated)	-8	1	1	10	0	0.5	-4	-1	-3	-14
CCN(C(=O)COC(=O)c1ccc2ccccc2c1)c1c(N)n(Cc2ccccc2)c(=O)[nH]c1=O	-2	0	3	-10	-2	-0.2	2	-2	-2	4

Two compounds from above, showing only PLCg1 inh, Tn6 DDE FP and proKLK7 act:
molecule,PLCg1 inh,Tn6 DDE FP,proKLK7 act
Cc1ccc(NC(=O)c2ccc(S(=O)(=O)NCc3ccco3)cc2)cc1,1,-6,-0.2
CCCCN=Cc1c(C)[nH]n(-c2ccccc2)c1=S,-1,0,-0.3

The list continues:
SMILES	Tn7 DDE FP	Tn6 DDE FP	LEDGF integ inh	ARFGAP1 inhibitor	ADAM17 inh	proKLK7 act	ADAM10 inh	PLCg1 inh	TDP2 absorb	ASAP1 inh
Cc1ccc(S(=O)(=O)N2CCC(=O)N(C(COCc3ccc(C(F)(F)F)cc3)Cc3ccccc3)CC2)cc1 (configuration not stated)	4	8	-3	4	1	1.4	5	1	-7	3
CN(Cc1ccc(F)cc1)S(=O)(=O)c1ccc2[nH]c(=O)[nH]c2c1	-9	-3	4	8	6	-0.7	-1	2	-13	-2
CCOC(=O)C1=C(C)N(CCCC(=O)O)C(=O)NC1c1cc2ccccc2c2ccccc12 (configuration not stated)	2	-3	2	5	5	0.7	4	-1	-9	-12
Cc1cc(C)c(C(=O)CSC2=NC(N)=C(C#N)C3(CCCCC3)C2C(N)=O)cc1C (configuration not stated)	3	5	-2	-7	2	0.0	2	-3	-4	-5
CCn1nc(CC(C)C)cc1C(=O)N1CCCC(Nc2ccc(OC)cc2)C1 (configuration not stated)	3	-8	-6	14	4	-0.5	-3	9	-13	0
CCOC(=O)CC1=CC(=O)Nc2ccccc2N1	-2	-8	-3	-5	-5	0.4	7	-2	7	7
O=C(CN1c2ccccc2S(=O)(=O)c2ccccc21)NCc1ccc(F)cc1	-7	1	0	11	-2	-0.2	3	-4	-6	4
O=[N+]([O-])c1ccc(COc2ccccc2CO)cc1	2	-6	5	-1	4	0.7	11	5	6	-1
O=C(Nc1ccc(N2CCCCCC2)cc1)c1ccccc1Cl	-3	-4	0	-1	6	0.2	14	-3	5	9
OC[C@@H]1CN(Cc2ccc(F)cc2)C[C@H](n2cnc3c(Nc4ccccc4)ncnc32)O1	2	9	3	38*	-1	1.1	-3	-3	8	-2
CCCCn1c(NC(=O)c2ccccc2Cl)c(C#N)c2nc3ccccc3nc21	11	1	6	8	-61	-3.2	-215	-256	38*	21
COC(=O)c1nc2cc(C)ccn2c1F	-5	1	4	4	-10	0.6	-45	-6	-3	12
O=C(CSc1nc2ccccc2o1)Nc1ccc(N2CCOCC2)c(Cl)c1	1	2	-2	17	-2	-0.3	2	-2	1	3
COC(=O)c1[nH]nc2c1C(=O)N(C1CCCCC1)C2=O	-3	-10	-6	5	-6	-2.2	-1	-5	8	3
Cc1cc(-c2nnc(SCC(=O)N3C(C)CCCC3C)o2)no1 (configuration not stated)	1	6	-1	-1	-5	0.0	-2	1	0	3
COc1cccc(NC(=O)C2CCCO2)c1 (configuration not stated)	0	4	3	-5	-3	0.1	-4	2	5	-15
O=c1ccc(OCCOc2ccccc2)nn1-c1ccccc1	3	-1	0	-5	4	-0.3	6	-2	-4	-12
CCC1Oc2ccccc2N(CC(=O)NC2CCCCC2)C1=O (configuration not stated)	3	-3	-3	9	-3	-0.4	-2	-2	-8	13
CCCCCCSC1=C(C#N)C(=O)NC2(CCCCC2)S1	-6	5	12	-12	9.0*	0.2	12	14*	-17	14
COc1ccc(CCNC(=O)c2ccc(NC(=O)CC3SC(N4CCCCC4)=NC3=O)cc2)cc1 (configuration not stated)	1	-2	-3	-3	-2	1.0	-10	3	8	-6
O=C1OCC(CO)(CO)N=C1NNc1cc(Cl)ccc1Cl	-1	8	1	5	0	-0.5	2	-13	-11	-5
Cc1ccsc1C(=O)N1CCCC(N(C)Cc2ccccc2)C1 (configuration not stated)	-3	4	0	11	-1	-0.7	2	3	-4	-1
CCN1C(=O)N/C(=C/c2ccc(Sc3ccc(C)cc3)o2)C1=O	6	2	-1	-1	-9	-0.8	-20	-46	12	-9
CC(=C/c1ccccc1)/C=N/n1c(-c2ccncc2)n[nH]c1=S	-4	-3	1	-12	2	-0.5	9	2	-10	2
CCc1nc2ccc(C(=O)Nc3cccc(OCC(=O)N(C)C)c3)cn2c1N(CCC(C)C)CCN(C)C	3	-2	-4	-6	-2	-1.3	-5	-4	4	-6
COc1ccc(OCc2cc(C(=O)N(C)CCC3CCOCC3)no2)c(Cl)c1	-2	0	1	6	-2	0.8	7	3	-9	16
Cc1nc2ccccc2c(=O)n1/N=C/c1ccc(O)c(O)c1O	2	-1	61*	-26	-2	-0.8	3	8	-3	6
O=C(/C=C/c1ccc[nH]1)c1ccccc1	-1	6	2	15	-3	1.9	-9	-20	0	-1
NC(=O)c1nn(CC(=O)Nc2cccc(S(=O)(=O)N3CCCCCC3)c2)c(=O)c2ccccc12	1	-9	4	10	4	-0.6	3	5	-3	-12

Compounds shown so far that have a furan ring, fused or not (2):
SMILES	Tn7 DDE FP	Tn6 DDE FP	LEDGF integ inh	ARFGAP1 inhibitor	ADAM17 inh	proKLK7 act	ADAM10 inh	PLCg1 inh	TDP2 absorb	ASAP1 inh
Cc1ccc(NC(=O)c2ccc(S(=O)(=O)NCc3ccco3)cc2)cc1	0	-6	0	-12	-4	-0.2	-2	1	6	1
CCN1C(=O)N/C(=C/c2ccc(Sc3ccc(C)cc3)o2)C1=O	6	2	-1	-1	-9	-0.8	-20	-46	12	-9
